From PubChem BioAssay
CF NFkB block: inhibitors of PAF-induced NF-kB signaling, primary screen, cell-based, GFP fluorescence, uHTS. inhibition, % at 5 µM. 360,000 compounds, 0.86% hits. AID 588850, 2011. KKLEB NF-kB-GFP reporter, GFP fluorescence overnight;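 active = at least 50% inhibition at 5 µM, scaled per plate between neutral and stimulator controls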;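 note: PAF is a Pseudomonas aeruginosa culture filtrate used as stimulus; plate controls were PAF-stimulated DMSO wells for no effect and unstimulated DMSO wells for full effect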
HIF-2a inh: HIF-2a reporter inhibitors, primary screen, luminescence, 786-0 RCC cells | AID 624352, 2012 | 360,000 compounds, 0.72% hits | 786-0 RCC cells HIF-2a reporter, luciferase luminescence, overnight | inhibition, % at 18.8 µM;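 active = inhibition of the luminescence signal of 40% or more relative to plate controls, in a single-dose primary screen at 18.75 µM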
Vif imaging: HIV Vif self-association inhibitors, primary screen, imaging, HEK293T, single point; HEK293T cells, Vif self-association by quenched fluorescence, 24 h; 340,000 compounds, 0.35% hits; inhibition, % at 7.49 µM; in the data active = inhibition above about 50%, passing the limit was not always enough; inconclusive = no clear call, values can overlap the other calls; inactive = below about 31%; note: some results filed as inactive read as strong as hits
NR2E3 ag-1: NR2E3 agonists in two-hybrid cells, primary screen, cell-based, luminescence, CHO-S, Gal4-NCOR/VP16-NR2E3. Photoreceptor-specific nuclear receptor (Homo sapiens), Q9Y5X4. luciferase. inhibition of corepressor binding, % at 3.98 µM. 360,000 compounds, 0.35% hits. AID 602229, 2012;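 active = inhibition above the mean of all tested compounds plus 3 SD, cut at about 70% in these data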;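 note: 0% = DMSO with NR2E3 transfected cells and 100% = cells lacking NR2E3 construct; higher means lower luciferase signal from less NR2E3 corepressor binding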
Target sequence (Q9Y5X4 whole entry, looked up, the tested form may be a part): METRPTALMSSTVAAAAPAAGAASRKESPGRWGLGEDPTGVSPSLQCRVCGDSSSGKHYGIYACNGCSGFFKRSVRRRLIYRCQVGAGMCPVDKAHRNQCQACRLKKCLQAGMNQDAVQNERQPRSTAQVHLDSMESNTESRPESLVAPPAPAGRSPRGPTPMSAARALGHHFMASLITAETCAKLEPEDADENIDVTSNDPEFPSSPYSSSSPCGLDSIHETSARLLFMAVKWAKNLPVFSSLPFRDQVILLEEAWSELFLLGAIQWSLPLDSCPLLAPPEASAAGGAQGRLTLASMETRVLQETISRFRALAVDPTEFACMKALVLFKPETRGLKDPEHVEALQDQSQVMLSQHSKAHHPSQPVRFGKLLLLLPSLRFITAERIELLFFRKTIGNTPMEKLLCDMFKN
CaV13 ICDI inh: Disruptors of the CACNA1D IQ motif to Ca2+-dependent inactivation inhibitor domain association, primary screening, Förster resonance energy transfer in intact living …; AID 743397; inhibition, % at 12.3 µM; HEK cells, CFP/YFP FRET ICDI-IQ, plate reader, 10 min; percent FRET-ratio fall versus neutral wells; 340,000 compounds, 0.098% hits;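 active = mean replicate inhibition of at least 30% and at least 1% of replicates passing that level; inconclusive = only one of the two criteria is met; inactive = neither criterion is met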;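 note: 0% = median of the neutral control wells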
Shn3 inh set2: reduction of Shn3 3'UTR firefly luciferase signal, primary screen, Schnurri-3 inhibitor project, cell-based, Clone20 osteoblasts, set 2 | Clone20 osteoblast Shn3 3'UTR firefly luciferase, 24 h | inhibition, % at 12.5 µM | 360,000 compounds, 0.52% hits;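 active = mean inhibition of at least 75% with every replicate also reaching 75%; inconclusive = mean inhibition at least 75% but some replicate below; inactive = mean inhibition below 75%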;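 note: 0% = median of neutral control wells and 100% = pilot-screen positive control compound; some compounds past the cut are filed as inactive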
NR2E3 ag-2: inhibitors of NR2E3-RetCOR corepressor binding, primary screen, NR2E3 agonist project, biochemical, TR-FRET, GST-NR2E3, biotin-RetCOR; 1536-well; inhibition of corepressor binding, % at 4.78 µM; 320,000 compounds, 0.12% hits; AID 2300, 2010;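 active = percent inhibition above the cutoff of mean plus 3 SD of all tested compounds, set per screening campaign, cut at about 20% in these data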;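 note: 0% = DMSO wells and 100% = biotin wells as full block of FRET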
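System: GST-tagged NR2E3 plus biotinylated RetCOR corepressor; Buffer or medium: pH 7.5 Tris-based buffer; Probe or stimulus: RetCOR corepressor, biotinylated, 7 nM; Doses: compound at 4.8 µM, single dose; Schedule: 5 h incubation at 4 °C; Technique: time-resolved FRET; Evaluation: percent inhibition of TR-FRET ratio; Replication: one well per compound, singlicate testing.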
KKLEB cytotox: cytotoxicity in KKLEB CF airway cells, primary screen, cytotoxicity control for CF NF-kB inhibitor project, cell-based, uHTS, fluorescence assay plates; KKLEB CF airway cells viability, ATPlite luminescence, overnight; hits give low values; cells stimulated with P. aeruginosa culture filtrate; activity change (cytotoxicity), % at 5 µM; 360,000 compounds, 0.36% hits;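 active = corrected activity change at or below -50% at 5 µM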
MITF TRPM1 inh: inhibitors of MITF-dependent TRPM1 promoter reporter, primary screen, cell-based, SK-MEL-5, single point, luciferase; SK-MEL-5 TRPM1 promoter luciferase, 24 h; inhibition, % at 12.5 µM; 330,000 compounds, 0.83% hits;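 active = mean inhibition across replicates of 60% or more, whatever share of single replicates reaches that level; inconclusive = some that reach 60%, reason not given; inactive = mean inhibition across replicates below 60%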; note: values of inactives mirror those of a sister screen read the other way
Peg3 promoter: Peg3 promoter-driven luciferase inhibitors, primary screen, cell-based, HeLa, luciferase luminescence; HeLa PEG-Prom luciferase reporter, overnight; AID 588405, 2011; 360,000 compounds, 1.7% hits; inhibition, % at 20 µM;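 active = inhibition of at least 50% at 20 µM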
PDI inh: inhibitors of human PDI, primary screen, biochemical, turbidity, single point, plate reader | 350,000 compounds, 0.052% hits | PDI insulin aggregation turbidity, A650, 90 min | inhibition, % at 10 µM;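 active = mean inhibition across replicates of 30% or more, whatever share of single replicates reach that level; inconclusive = mean inhibition below 30% while every single replicate reaches 30%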;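 note: absorbance from insulin aggregation driven by PDI reduction with DTT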
Target sequence (P07237 whole entry, looked up): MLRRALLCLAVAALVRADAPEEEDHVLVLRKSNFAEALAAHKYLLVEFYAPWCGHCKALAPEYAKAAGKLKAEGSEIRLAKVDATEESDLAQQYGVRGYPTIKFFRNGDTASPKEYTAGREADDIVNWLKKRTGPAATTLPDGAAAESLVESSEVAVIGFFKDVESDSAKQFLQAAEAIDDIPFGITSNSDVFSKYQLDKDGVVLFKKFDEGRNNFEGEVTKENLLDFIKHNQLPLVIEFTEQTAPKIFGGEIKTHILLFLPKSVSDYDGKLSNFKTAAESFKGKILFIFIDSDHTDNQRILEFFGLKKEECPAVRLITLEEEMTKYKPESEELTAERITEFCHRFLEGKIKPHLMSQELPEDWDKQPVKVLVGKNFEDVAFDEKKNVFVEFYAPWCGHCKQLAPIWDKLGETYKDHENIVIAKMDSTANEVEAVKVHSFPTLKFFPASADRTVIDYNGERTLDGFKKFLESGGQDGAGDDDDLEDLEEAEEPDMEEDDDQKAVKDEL
An asterisk follows results filed as active. Rows are unselected (roughly 3.3% active in at least one column).

For CCCc1[nH]nc2c1C(C1CC=CCC1)C(C#N)=C(N)O2 (configuration not stated) the results were CF NFkB block 9, HIF-2a inh 52*, Vif imaging 2, NR2E3 ag-1 -8, CaV13 ICDI inh -3, Shn3 inh set2 3, NR2E3 ag-2 4, KKLEB cytotox -3, MITF TRPM1 inh 10, Peg3 promoter 23 and PDI inh 8.
For O=C(OCCN1CCCCC1)c1c[nH]c2ccccc12 the results were CF NFkB block 7, HIF-2a inh -71, Vif imaging -2, NR2E3 ag-1 -13, CaV13 ICDI inh -5, Shn3 inh set2 -20, NR2E3 ag-2 2, KKLEB cytotox 24, MITF TRPM1 inh -12, Peg3 promoter -49 and PDI inh -6.
`COCCSc1nnc(NC(=O)c2ccc3c(c2)OCO3)s1` gave CF NFkB block 14, HIF-2a inh -145, Vif imaging -2, NR2E3 ag-1 -41, CaV13 ICDI inh -5, Shn3 inh set2 -38, NR2E3 ag-2 4, KKLEB cytotox 2, MITF TRPM1 inh -36, Peg3 promoter -95 and PDI inh -6.
For CC(C)(C)OC(=O)N[C@@H](Cc1ccccc1)C(=O)N1CCC(C(=O)NCC(=O)O)CC1 the results were CF NFkB block -13, HIF-2a inh 20, Vif imaging -9, NR2E3 ag-1 -36, CaV13 ICDI inh -4, Shn3 inh set2 -21, NR2E3 ag-2 -1, KKLEB cytotox 7, MITF TRPM1 inh 3, Peg3 promoter 5 and PDI inh -6.
`Cc1onc(-c2ccccc2Cl)c1-c1nc(-c2ccccn2)no1` gave CF NFkB block 20, HIF-2a inh 2, Vif imaging -3, NR2E3 ag-1 -16, CaV13 ICDI inh -4, Shn3 inh set2 8, NR2E3 ag-2 0, KKLEB cytotox -4, MITF TRPM1 inh 4, Peg3 promoter 14 and PDI inh -2.
`O=C(COc1ccccc1)N=C1SC2CS(=O)(=O)CC2N1Cc1ccccc1` (configuration not stated) gave CF NFkB block 8, HIF-2a inh 7, Vif imaging -6, NR2E3 ag-1 -26, CaV13 ICDI inh -7, Shn3 inh set2 -11, NR2E3 ag-2 0, KKLEB cytotox -5, MITF TRPM1 inh 1, Peg3 promoter 0 and PDI inh 6.
`COc1ccc(C(=O)Nc2ccc(C(=O)Nc3cccc(C)c3)cc2)cc1` gave CF NFkB block 5, HIF-2a inh 8, NR2E3 ag-1 -26, CaV13 ICDI inh -2, Shn3 inh set2 11, NR2E3 ag-2 1, KKLEB cytotox -2, MITF TRPM1 inh -4, Peg3 promoter 6 and PDI inh -2.
For Cc1ccc(-c2cc(C(F)(F)F)c(C#N)c(SCCC#N)n2)o1 the results were CF NFkB block -1, HIF-2a inh 0, Vif imaging 9, NR2E3 ag-1 -5, Shn3 inh set2 -21, NR2E3 ag-2 1, KKLEB cytotox -10, MITF TRPM1 inh 27, Peg3 promoter 14 and PDI inh 8.
`S=C(NCC1CCCO1)NC1CCCCC1` (configuration not stated) gave CF NFkB block 4, HIF-2a inh -6, Vif imaging 2, NR2E3 ag-1 15, CaV13 ICDI inh -4, Shn3 inh set2 3, NR2E3 ag-2 0, KKLEB cytotox -3, MITF TRPM1 inh -3, Peg3 promoter 0 and PDI inh -3.
Screening COc1ccc(C=O)cc1COc1ccc([N+](=O)[O-])c(C)c1 returned CF NFkB block -13, HIF-2a inh 3, Vif imaging 39, NR2E3 ag-1 -8, CaV13 ICDI inh -6, Shn3 inh set2 -20, NR2E3 ag-2 -1, KKLEB cytotox 2, MITF TRPM1 inh -7, Peg3 promoter 6 and PDI inh -2.
For Cc1ccc(S(=O)(=O)Nc2nc3ccc(S(C)(=O)=O)cc3s2)cc1 the results were CF NFkB block 24, HIF-2a inh -7, Vif imaging 4, NR2E3 ag-1 -9, CaV13 ICDI inh -2, Shn3 inh set2 -2, NR2E3 ag-2 4, KKLEB cytotox -2, MITF TRPM1 inh -10, Peg3 promoter 5 and PDI inh -3.
For CCOC(=O)c1c(NC(=O)CSc2nnnn2-c2ccc3c(c2)OCO3)sc(C)c1C the results were CF NFkB block 10, HIF-2a inh 7, Vif imaging -6, NR2E3 ag-1 -3, Shn3 inh set2 -4, NR2E3 ag-2 1, KKLEB cytotox -10, MITF TRPM1 inh 10, Peg3 promoter 6 and PDI inh -6.
For COc1cc(/C=C/C(=O)O)cc(S(=O)(=O)N2CCc3ccccc32)c1OC the results were CF NFkB block 0, HIF-2a inh 18, Vif imaging -2, NR2E3 ag-1 -19, CaV13 ICDI inh -6, Shn3 inh set2 -5, NR2E3 ag-2 6, KKLEB cytotox 3, MITF TRPM1 inh 6, Peg3 promoter 1 and PDI inh 1.
Screening Cc1cc(C)n(CCC(=O)N/N=C/c2ccc(O)cc2O)n1 returned CF NFkB block 5, HIF-2a inh 23, Vif imaging -1, NR2E3 ag-1 8, CaV13 ICDI inh -5, Shn3 inh set2 12, NR2E3 ag-2 -2, KKLEB cytotox -1, MITF TRPM1 inh 5, Peg3 promoter 7 and PDI inh 14.
O=C(C[C@H]1C[C@H](C(=O)N2CCCCC2)[C@@]2(CCc3ccccc3)c3[nH]c4cc(-c5ccco5)ccc4c3CCN2C1=O)NCCC1=CCCCC1 was read as CF NFkB block 10, HIF-2a inh 0, Vif imaging -11, NR2E3 ag-1 -15, Shn3 inh set2 3, KKLEB cytotox -9, MITF TRPM1 inh 7, Peg3 promoter 6 and PDI inh inconclusive.
`COc1ccc(N2CCN(Cc3nc4c(c(=O)n(C)c(=O)n4C)n3C(C)C(C)=O)CC2)cc1` (configuration not stated) gave CF NFkB block -18, HIF-2a inh 12, Vif imaging -4, NR2E3 ag-1 -2, CaV13 ICDI inh -7, Shn3 inh set2 9, NR2E3 ag-2 4, KKLEB cytotox 1, MITF TRPM1 inh -3, Peg3 promoter 18 and PDI inh 4.
`CCN(CC)S(=O)(=O)c1ccc(/C=C/C(=O)OCC(=O)NCc2ccco2)cc1` gave CF NFkB block 10, HIF-2a inh 1, Vif imaging 10, NR2E3 ag-1 -17, CaV13 ICDI inh -5, Shn3 inh set2 5, KKLEB cytotox 4, MITF TRPM1 inh 1, Peg3 promoter 2 and PDI inh 4.
`CCOC(=O)c1cccc(NC(=O)c2ccc3c(c2)OCO3)c1` gave CF NFkB block -6, HIF-2a inh -124, Vif imaging -6, NR2E3 ag-1 -113, CaV13 ICDI inh -4, Shn3 inh set2 -33, NR2E3 ag-2 1, KKLEB cytotox 3, MITF TRPM1 inh -53, Peg3 promoter -189 and PDI inh -9.
`CCCCn1c(SCC(=O)N2CCOCC2)nnc1-c1ccoc1C` gave CF NFkB block -6, HIF-2a inh -3, Vif imaging 5, NR2E3 ag-1 -26, CaV13 ICDI inh -6, Shn3 inh set2 -1, NR2E3 ag-2 -2, KKLEB cytotox -3, MITF TRPM1 inh -1, Peg3 promoter 0 and PDI inh -1.
For CC(=O)NS(=O)(=O)c1ccc(Nc2ccc([N+](=O)[O-])c3nonc23)cc1 the results were CF NFkB block -28, HIF-2a inh 13, Vif imaging 5, NR2E3 ag-1 11, CaV13 ICDI inh -15, Shn3 inh set2 -15, NR2E3 ag-2 -4, KKLEB cytotox 7, MITF TRPM1 inh 0, Peg3 promoter 10 and PDI inh 1.
`Cc1ccc(OCC(=O)N(Cc2cccs2)C2CCS(=O)(=O)C2)cc1C` (configuration not stated) gave CF NFkB block 3, HIF-2a inh 6, Vif imaging 14, NR2E3 ag-1 2, CaV13 ICDI inh 7, Shn3 inh set2 -17, NR2E3 ag-2 1, KKLEB cytotox 4, MITF TRPM1 inh 6, Peg3 promoter 10 and PDI inh 2.
O=C(Nc1ccc(Br)cc1)Nn1cnnc1 was read as CF NFkB block 8, HIF-2a inh -91, Vif imaging 10, NR2E3 ag-1 -11, CaV13 ICDI inh -6, Shn3 inh set2 -7, NR2E3 ag-2 3, KKLEB cytotox 5, MITF TRPM1 inh -15, Peg3 promoter -80 and PDI inh -7.
`O=C(NCc1ccccc1)c1ccc2c(=O)n(CCCN3CCCC3=O)c(=S)[nH]c2c1` gave CF NFkB block 6, HIF-2a inh 12, Vif imaging 6, NR2E3 ag-1 4, CaV13 ICDI inh -6, Shn3 inh set2 -5, NR2E3 ag-2 -3, KKLEB cytotox 1, MITF TRPM1 inh -12, Peg3 promoter 12 and PDI inh 4.
CCN(CC(=O)Nc1ccc2c(c1)OCCO2)C(=O)/C=C/c1cccc(C(F)(F)F)c1 was read as CF NFkB block 11, HIF-2a inh -5, Vif imaging -5, NR2E3 ag-1 10, CaV13 ICDI inh -5, Shn3 inh set2 -17, KKLEB cytotox -8, MITF TRPM1 inh -12, Peg3 promoter 10 and PDI inh 3.
For COc1cc(NC(=O)CN(C)C2CCCCC2)c(C)cc1[N+](=O)[O-] the results were CF NFkB block -2, HIF-2a inh -15, Vif imaging -4, NR2E3 ag-1 -1, CaV13 ICDI inh -5, Shn3 inh set2 17, NR2E3 ag-2 0, KKLEB cytotox 2, MITF TRPM1 inh -2, Peg3 promoter -10 and PDI inh -17.
Cc1ccc(-c2csc3nc4cc(C(N)=O)ccc4c(=O)n23)cc1 was read as CF NFkB block 25, HIF-2a inh -25, Vif imaging 0, NR2E3 ag-1 -2, CaV13 ICDI inh -10, Shn3 inh set2 -10, NR2E3 ag-2 -14, KKLEB cytotox -10, MITF TRPM1 inh -5, Peg3 promoter -6 and PDI inh -9.
Screening CCOCCCNC(=O)c1c[nH]c2ccc(S(=O)(=O)Nc3cccc(OC)c3)cc2c1=O returned CF NFkB block -16, HIF-2a inh 3, Vif imaging 6, NR2E3 ag-1 -16, CaV13 ICDI inh -4, Shn3 inh set2 -1, NR2E3 ag-2 5, KKLEB cytotox 9, MITF TRPM1 inh 4, Peg3 promoter 17 and PDI inh 1.
Screening CCCNC(=O)c1ccccc1SCc1c(C)noc1C returned CF NFkB block -23, HIF-2a inh 11, Vif imaging -13, NR2E3 ag-1 -6, CaV13 ICDI inh -6, Shn3 inh set2 2, NR2E3 ag-2 -1, KKLEB cytotox 19, MITF TRPM1 inh 4, Peg3 promoter -7 and PDI inh 2.
`O=S(=O)(NC(=NC1CCCCC1)c1ccccc1)c1ccc(F)cc1` gave CF NFkB block 0, HIF-2a inh 20, Vif imaging -3, NR2E3 ag-1 1, CaV13 ICDI inh -5, Shn3 inh set2 14, NR2E3 ag-2 2, KKLEB cytotox 13, MITF TRPM1 inh 8, Peg3 promoter 12 and PDI inh -4.
